# Compound activity (PubChem BioAssay)
# XIAP antagonists – small molecules displacing peptide from XIAP – biochemical, IAP family, fluorescence polarization (AID 1018); XIAP BIR domain, fluorescence polarization peptide displacement; higher % means a stronger effect; displacement, % at 20 µM; hits with a dose series show IC50 in µM; 200,000 tested, 0.007% active; in the data active = displacement above about 50%; note: a part of the inactive calls stands beside numbers as strong as those of hits
# SIAH1 antagonists – Siah-1 peptide-binding antagonists, primary screen, biochemical, fluorescence polarization, rhodamine-plectin, uHTS (AID 1817) | displacement, % at 20 µM; hits with a dose series show IC50 in µM | Siah-1 / rhodamine-plectin peptide fluorescence polarization; higher % means a stronger effect | 290,000 tested, 0.02% active;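 active = displacement of at least 50% at 20 µM, with a fluorescence ratio check between 0.3 and a set limit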;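 note: plate controls were Siah plus tracer with DMSO for no effect and tracer alone without Siah for full effect; strong numbers were not always called active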
# PMI inhibitors – inhibitors of human PMI, primary screen, biochemical, fluorescence intensity, coupled assay (AID 1209); purified PMI enzyme, coupled fluorescence intensity; higher % means a stronger effect; one-dose inhibition, % at 20 µM; IC50 in µM for titrated hits; 190,000 tested, 0.42% active;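 note: plate controls were DMSO vehicle for no effect and wells lacking substrate for full effect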
# Salmonella PhoP GFP – inhibitors of PhoP regulon expression, primary screen, Salmonella Typhimurium, GFP reporter (AID 1863); S. Typhimurium PhoP-regulated promoter GFP reporter, 4 h; higher % means a stronger effect; one-dose inhibition, % at 50 µM; IC50 in µM for titrated hits; 300,000 tested, 0.16% active;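 active = inhibition over 29.93%, a cutoff 3 SD above the screen mean, later confirmed by dose response; inconclusive = inhibition over 29.93% but no dose response follow-up; inactive = inhibition at most 29.93% or unconfirmed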;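 note: 0% = low Mg2+ inducing control and 100% = high Mg2+ repressing control; strong numbers were not always called active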
# WT yeast gro inh – growth inhibition of WT yeast, mitochondrial fusion screen; inhibition, % at 10 µM; 190,000 tested, 2.1% active; mitochondrial fusion phenotypic screen, WT strain; in the data active = inhibition above about 58%; tested in S. cerevisiae
# Myeloid diff MLP – myeloid differentiation induction; ER-HoxA9 myeloid progenitors, lysozyme-GFP differentiation, flow cytometry; calls only at 10 µM; 360,000 tested, 1% active; AID 624256;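 active = normalized GFP-positive differentiation at or above the plate's own cutoff, the solvent-only control mean plus 3 SD; inconclusive = no clear call, values can overlap the other calls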;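 note: cells exposed to compound for four days before flow analysis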
# RSV CPE inhibition – RSV antiviral activity via CPE protection, HEp-2 cells, primary 10 µM value included (AID 2391); CPE inhibition, % at 10 µM, or IC50 in µM where a hit was titrated; HEp-2 cells, RSV-induced CPE inhibition; higher % means a stronger effect; 310,000 tested, 0.13% active; in the data active = a potency from the dose series; inconclusive = CPE inhibition mostly from about 23% at the one dose, without a potency; inactive = the rest, 99 in 100 with CPE inhibition below about 21%; note: strong numbers were not always called active
# PMI inhibition – human PMI inhibitors, high substrate, primary screen, biochemical, fluorescence intensity, high mannose 6-phosphate (AID 1220). recombinant PMI enzyme, coupled fluorescence intensity; higher % means a stronger effect. inhibition, % at 20 µM, or IC50 in µM where a hit was titrated. 190,000 tested, 0.66% active
# TNAP activation fold – human TNAP enzyme activators, primary screen, biochemical, luminescent, no phosphate acceptor, uHTS (AID 1001) | activation fold at 20 µM; hits with a dose series show EC50 in µM | purified TNAP, luminescent activation assay, no phosphate acceptor; higher activation fold means a stronger effect | 200,000 tested, 0.03% active; in the data active = activation fold from about 3, or a potency from the dose series; inactive = the rest, 99 in 100 with activation fold below about 1.6; note: many of its hits are not listed in these tables
# WT yeast gro inh mutant strain – recorded beside WT yeast gro inh, whose call it bears; inhibition, %; mitochondrial fusion phenotypic screen, mutant strain inhibition
# Myeloid diff MLP GFP+ MAC1+ % – also measured in Myeloid diff MLP; calls as there; GFP+ MAC1+ double positive, %; measured here: differentiation confirmed by MAC1 staining
# * = called active by the depositor; i = inactive; ? = inconclusive; . = no result given. Cut-off read from the data, not from the text of the source, unless noted: active = inhibition above about 50%; inactive = the rest.
SMILES,XIAP antagonists,SIAH1 antagonists,PMI inhibitors,Salmonella PhoP GFP,WT yeast gro inh,WT yeast gro inh mutant strain,Myeloid diff MLP,Myeloid diff MLP GFP+ MAC1+ %,RSV CPE inhibition,PMI inhibition,TNAP activation fold
Cc1cc(C(=O)CN2C(=O)c3cccc(N)c3C2=O)c(C)n1Cc1cccs1,-7.2%,-2%,5%,0%,8,-12,i,1.2,1.7%,0%,1.2
O=C(CSc1nc2ccccc2s1)NCCCN1CCOCC1,-8.6%,0%,5%,20%,5,0,i,4.6,-0.9%,8%,1.1
COc1cc2c(cc1NC(=O)C(C)N1CCN(S(=O)(=O)c3ccccc3[N+](=O)[O-])CC1)oc1ccccc12 (stereo not given),-3.6%,3%,-2%,3%,5,-8,i,3.1,3.5%,-7%,1.1
CC1(c2ccc(OC(F)F)cc2)NC(=O)N(CC(=O)Nc2ccc3c(c2)OCO3)C1=O (stereo not given),-1.3%,2%,10%,-10%,-5,8,i,7.0,3.0%,10%,1.1
OCCN1CCN(C(=S)c2ccc(Cl)cc2)CC1,-2.4%,1%,13%,12%,6,2,i,0.8,0.2%,13%,1.1
Cn1cc(/C=C/c2cc[n+](C)cc2)c2cc(F)ccc21,.,-10%,.,-4%,.,.,?,.,3.3%,.,.
CCN(C(=O)COC(=O)c1cc(-c2ccccc2)nc2c1c(C)nn2-c1ccccc1)C1CCS(=O)(=O)C1 (stereo not given),-8.9%,2%,15%,8%,3,-4,i,0.7,9.3%,6%,0.8
CC(Oc1ncnc2ccccc12)C(=O)Nc1cccc(S(=O)(=O)N2CCOCC2)c1 (stereo not given),-0.8%,3%,-5%,12%,14,19,i,0.3,0.1%,-5%,1.1
O=C1c2ccccc2CN1CCSC(=S)N1CCSCC1,-6.3%,-8%,-12%,8%,13,4,.,.,2.6%,-12%,1.1
COc1ccccc1N1CCN(C(=O)Nc2ccc(F)c(Cl)c2)CC1,-3.6%,5%,12%,-7%,15,9,i,0.5,6.1%,4%,1.1
Nn1c(Cc2cccc3ccccc23)n[nH]c1=S,-2.0%,-5%,8%,4%,4,-3,i,0.2,0.1%,3%,0.9
S=C(Nc1ccccc1Cl)NC1CCC(NC(=S)Nc2ccccc2Cl)CC1 (stereo not given),2.0%,5%,0%,-4%,1,7,i,1.2,4.2%,-5%,1.2
Cc1ccc(OCC(=O)N2CCCCC2)c(Br)c1,0.5%,-1%,14%,4%,-2,-10,i,2.3,6.8%,7%,1.1
O=C(COc1c(Br)cc(Br)c2cccnc12)N1CCc2ccccc2C1,-4.2%,-5%,8%,3%,65*,44*,i,1.2,2.3%,4%,1
O=C(Nc1ccccc1)c1ccn[nH]1,-5.0%,-3%,-14%,-2%,-4,-11,i,0.6,6.7%,-12%,1
COc1ccccc1C1C(C(=O)c2ccc(C)o2)=C(O)C(=O)N1c1cc(C)on1 (stereo not given),.,3%,.,-4%,.,.,i,0.0,2.9%,.,.
O=C(NCc1cccnc1)c1cc(-c2ccco2)on1,-5.7%,-3%,7%,11%,-15,-18,i,1.8,1.3%,1%,1
CC(=O)OC1CCC2(C)C(COc3ccc4ccc(=O)oc4c3)C(C)(O)CCC2C1(C)C (stereo not given),-1.5%,0%,3%,22%,13,9,i,1.8,2.2%,11%,1
CC(C)(C)C(=O)NC1CC2CCCC(C1)N2C(=O)Nc1ccccc1 (stereo not given),.,2%,.,9%,.,.,i,1.0,0.6%,.,.
O=C(OCC(=O)N1CCOCC1)c1ccc2[nH]c3c(c2c1)CCCC3,.,13%,.,-7%,.,.,i,0.0,2.1%,.,.
COc1ccc(NS(=O)(=O)c2ccc3oc(=O)c4[nH]c(=O)c(=O)n(C)c4c3c2)cc1,.,-5%,.,-3%,.,.,i,2.7,2.8%,.,.
CSCCC(=O)N1CCCC(N(C)CCc2ccccc2)C1 (stereo not given),.,13%,.,0%,.,.,i,0.4,1.1%,.,.
COc1ccc(CN2C(=O)CN(C3CCCCCC3)C(=O)C2c2ccc(OC)c(OC)c2)cc1 (stereo not given),-4.7%,4%,16%,5%,3,-10,i,7.1,-0.9%,8%,1.1
Cc1ccccc1C(=O)OC1OC(=O)C(Cl)=C1N1CCOCC1 (stereo not given),-14%,-2%,-10%,-14%,-9,-4,i,0.7,1.5%,-13%,0.9
CCCNS(=O)(=O)c1ccc(OC)c(Cl)c1Cl,-0.6%,1%,2%,11%,-10,-46,i,7.0,0.8%,-6%,1.1

# (further entries)
SMILES,XIAP antagonists,SIAH1 antagonists,PMI inhibitors,Salmonella PhoP GFP,WT yeast gro inh,WT yeast gro inh mutant strain,Myeloid diff MLP,Myeloid diff MLP GFP+ MAC1+ %,RSV CPE inhibition,PMI inhibition,TNAP activation fold
COCCn1c(C)cc(C2=NNC(=Nc3ccccc3F)SC2)c1C,-8.9%,-2%,-48%,17%,-8,-13,i,2.8,-0.7%,-89%,1
Cc1ccc2sc(NNC(=O)c3cc(=O)c4ccccc4o3)nc2c1C,0.0%,-13%,19%,4%,-2,9,i,1.4,0.1%,-11%,1.8
CC1CCN(C(=S)c2ccccc2O)CC1,-6.3%,-4%,7%,-1%,-24,-3,i,2.6,1.0%,2%,1.1
COc1ccc(NC(=O)CSc2nc(-c3ccc(C)cc3)cc(C(F)(F)F)c2C#N)cc1,-1.6%,0%,0%,7%,-16,5,i,0.9,1.0%,-4%,1.1
Cc1ccc2nc(-c3ccc(NC(=O)CN(C)S(=O)(=O)c4ccccc4)cc3)sc2c1,-7.9%,-1%,-4%,2%,-19,13,.,.,-0.4%,0%,1
Cc1ccc(CN2CCN(C(=O)C3CCC3)CC2)cc1,-2.1%,-2%,-22%,-5%,-10,-24,i,0.8,-0.4%,-16%,1.1
Cc1ccc(CNC(=O)C2CCN(S(=O)(=O)c3ccc4nc5c(c(C(=O)O)c4c3)CC(C)CC5)CC2)cc1 (stereo not given),.,0%,.,-3%,.,.,i,2.6,-0.5%,.,.
Cc1ccc(NC(=S)NNS(=O)(=O)c2ccc3ccccc3c2)cc1Cl,-1.1%,6%,-5%,-2%,-4,1,i,0.0,6.3%,-4%,0.9
CC(=O)Nc1ccc(NC(=O)c2cc(-c3cc(C)cc(C)c3O)n[nH]2)cc1,.,-10%,.,2%,.,.,i,0.8,13%,.,.
O=C(/C=C/c1ccc(F)cc1)c1ccccc1Br,-0.5%,4%,18%,3%,81,83,i,0.5,-1.9%,19%,1.1
COc1ccc(N2CC(O)=C(c3nc(-c4ccc(F)cc4)cs3)C2=N)cc1OC,-9.1%,-4%,10%,1%,-14,10,i,0.2,1.6%,15%,1.3
COCCNC(=O)Cn1c(=O)oc2cc(S(=O)(=O)N3CC(C)CC(C)C3)ccc21 (stereo not given),.,0%,.,-6%,.,.,i,1.7,6.4%,.,.
CCOC(=O)C1CCCN(C(=O)c2ccc(OC)c([N+](=O)[O-])c2)C1 (stereo not given),-3.3%,-2%,-2%,-16%,-20,-11,i,0.4,0.6%,-3%,1.1
O=C(Cc1c[nH]c2ccccc12)Nc1nccs1,-24%,0%,8%,23%,-8,-21,i,0.5,0.6%,13%,1.1
COc1cccc(-c2n[nH]c3c2CCC3)c1,-7.2%,-7%,-6%,9%,24,18,i,0.1,11%,-11%,0.9
COc1ccc(OC)c(-n2nnnc2SCC(=O)NCCc2ccccc2)c1,-3.1%,0%,11%,-8%,.,.,.,.,1.5%,13%,1.1
Cc1ccnc(NS(=O)(=O)c2ccc(NC(=O)c3ccc([N+](=O)[O-])s3)cc2)n1,-3.5%,-6%,14%,-6%,-7,-1,i,0.3,8.6%,18%,1.1
N#CCN1CCN(CC(=O)c2ccc(Br)cc2)CC1,.,-3%,.,-2%,.,.,i,0.6,0.3%,.,.
CCN1C(=O)c2ccccc2Sc2ccc(C(=O)NCCCN3CCCCC3)cc21,.,6%,.,-8%,.,.,i,0.5,0.0%,.,.
Cc1cc(C)c(S(=O)(=O)NCc2ccc3c(c2)OCO3)c(C)c1,.,6%,.,-4%,.,.,i,0.3,0.1%,.,.
COc1ccc(OC)c(CNC(=O)C2CCC(=O)N(CCCN3CCCC3=O)C2)c1 (stereo not given),.,-2%,.,-3%,.,.,i,0.4,0.6%,.,.
COc1ccccc1N(C)S(=O)(=O)c1ccc(C(=O)NC2CCCCCC2)cc1,.,-9%,.,-14%,.,.,i,0.8,17%,.,.
COc1ccc(/C=N/NC(=O)Cc2csc(Nc3cccc(C(F)(F)F)c3)n2)c(OC)c1,1.6%,1%,18%,-3%,-13,-5,i,1.2,2.4%,11%,1.1
Cc1cc(C)cc(N(CCC(=O)Nc2nnc(C3CC3)s2)S(=O)(=O)c2ccc(Cl)cc2)c1,-30%,6%,-1%,-11%,-2,9,i,0.0,7.9%,-8%,0.8
Cn1cnc2c1c(=O)n(Cc1cccc(F)c1)c(=O)n2C,.,19%,.,0%,.,.,i,0.4,0.9%,.,.

# Following part
SMILES,XIAP antagonists,SIAH1 antagonists,PMI inhibitors,Salmonella PhoP GFP,WT yeast gro inh,WT yeast gro inh mutant strain,Myeloid diff MLP,Myeloid diff MLP GFP+ MAC1+ %,RSV CPE inhibition,PMI inhibition,TNAP activation fold
Cc1cccc(NC(=O)C2(c3cccs3)CCOCC2)c1,0.0%,-5%,9%,14%,11,15,i,0.1,-0.7%,32%,1.1
COc1ccc(NC(=S)N2CCOCC2)c(OC)c1,-5.3%,7%,-5%,2%,-8,12,i,1.0,0.8%,-6%,1.1
Cc1ccc(C(=O)n2nnc3ccccc32)cc1[N+](=O)[O-],-10%,-4%,5%,8%,-5,-17,i,0.1,2.2%,-5%,1
CC(=O)c1cccc(NC(=S)NC(=O)c2cccc(Cl)c2)c1,-8.7%,-1%,12%,5%,29,11,i,0.6,2.0%,2%,0.7
Cc1ccc(NC(=O)C2COc3ccccc3O2)cc1 (stereo not given),.,2%,.,-2%,.,.,i,0.8,0.7%,.,.
Cn1cc(Cl)c(-c2n[nH]c(=S)n2C2CCCCC2)n1,-1.7%,5%,-4%,-9%,.,.,i,0.4,0.9%,-3%,0.9
O=C(NCc1ccc2c(c1)OCO2)Nc1ccc2ccccc2c1,.,0%,.,-10%,.,.,i,1.6,1.6%,.,.
COc1ccccc1NC(=O)C1CC(=O)N(c2ccc(F)cc2)C1 (stereo not given),-4.0%,-1%,5%,7%,-6,-7,i,0.0,3.3%,4%,1.1
COc1cc(NC(c2ccccc2)c2ccccc2)cc(OC)c1OC,-11%,-2%,62%*,4%,40,-8,i,0.0,1.1%,.,1
CCN1CCCC1CN(Cc1cc2cc(C)ccc2[nH]c1=O)C(=O)Nc1ccccc1OC (stereo not given),-8.3%,-3%,8%,4%,-1,-10,i,0.9,-0.7%,1%,1
CCCc1cc(=O)[nH]c(SCC(=O)N(Cc2ccccc2)C(C)C)n1,-2.8%,2%,11%,-10%,-43,-11,i,0.7,1.1%,1%,1.1
COc1ccccc1CN(C)C(=O)c1sccc1-c1ccccc1,.,2%,.,-2%,.,.,i,0.6,3.3%,.,.
